# Platelet DG rel = inhibitors of platelet dense granule secretion, primary screen, cell-based, MLPCN, human platelets | human platelet-rich plasma, SFLLRN dense granule ATP release, luminescence | inhibition, %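 (compounds screened at 7.5 µM in platelet-rich plasma)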 | hit rate 0.22% among 300,000;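 active = mean replicate score, as percent of positive control, at or above 50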
# HSF-1 act = HSF-1 activators, primary screen, NIH3T3-HGL cells, MG132 stress, luminescence, single point; NIH3T3-HGL HSF-1 luciferase reporter, 8 h; 100% = twice DMSO control signal; activation, % at 9 µM; hit rate 1.7% among 300,000; AID 504408, 2011;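 active = mean replicate activation of at least 50% with a set share of replicates each reaching 50%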;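 also: 0% = median of the neutral control wells and 100% = twice that signal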
# KLF5 inh = KLF5 expression inhibitors, primary screen, DLD-1 cells, luminescence. DLD-1 KLF5 promoter-luciferase reporter. inhibition, % at 5 µM. hit rate 0.23% among 290,000. AID 1700, 2009;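 active = inhibition above a per-plate limit of that plate's mean compound inhibition plus 3 SD, cut at about 60% in these data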;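 also: 0% = DMSO wells and 100% = LY294002 at 200 µM; higher means less KLF5 promoter-driven luciferase light; inactives centre near -14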
# GSK3B inh = human GSK3beta kinase inhibitors, primary screen, biochemical, cell-free homogeneous, HTS. Glycogen synthase kinase-3 beta (Homo sapiens), P49841. GST-GSK3beta kinase, ADP-Glo luminescence, 60 min; stronger effect = lower value. activity score (negative = inhibition), % at 10 µM. hit rate 0.038% among 300,000;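 active = more than half of replicate wells score below -50%, meaning over 50% inhibition versus plate controls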;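 also: 0% = median DMSO wells and -100% = median GW8510 positive control wells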
# Target sequence (P49841 whole entry, looked up): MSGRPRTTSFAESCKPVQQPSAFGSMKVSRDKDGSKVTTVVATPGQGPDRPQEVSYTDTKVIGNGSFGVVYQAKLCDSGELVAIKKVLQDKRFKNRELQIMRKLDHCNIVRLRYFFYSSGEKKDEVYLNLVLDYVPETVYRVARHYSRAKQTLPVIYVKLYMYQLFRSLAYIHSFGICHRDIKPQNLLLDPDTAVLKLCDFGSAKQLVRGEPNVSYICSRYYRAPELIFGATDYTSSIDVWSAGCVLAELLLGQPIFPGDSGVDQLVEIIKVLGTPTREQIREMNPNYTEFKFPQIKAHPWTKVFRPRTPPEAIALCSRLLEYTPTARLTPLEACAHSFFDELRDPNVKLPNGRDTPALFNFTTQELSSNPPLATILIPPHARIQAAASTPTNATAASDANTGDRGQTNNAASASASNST
#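 Test system – GST-tagged human GSK3beta kinase, cell-free · Incubation – 60 min enzyme reaction, room temperature · Signal – ADP-Glo luminescence · Also added – peptide substrate and ATP at 25 µM · Controls – DMSO neutral wells and GW8510 at 20 µM as positive · Buffer or medium – Tris/MgCl2 kinase buffer · Measure – Luminescence-derived activity versus plate DMSO and GW8510 wells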
# IEC-6 cytotox = cytotoxicity in IEC-6 intestinal epithelial cells, primary screen, cytotoxicity control for KLF5 inhibitor project, cell-based, luminescence. IEC-6 cytotoxicity, luminescence viability. hit rate 0.78% among 290,000. inhibition, % at 5 µM; in the data active = inhibition above about 22%;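 also: 0% = plate median of test compound wells and 100% = cytotoxic reference compound wells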
# Dyrk1A ADPGlo = rat Dyrk1A kinase inhibitors, primary screen, biochemical, single point, plate reader; hit rate 0.43% among 310,000; ADP-Glo luminescence, NFATc1 peptide; AID 504441, 2011; Dual specificity tyrosine-phosphorylation-regulated kinase 1A (Rattus norvegicus), Q63470; inhibition, % at 12.5 µM; in the data active = inhibition above about 50%;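 also: plate controls were vehicle with enzyme for no effect and no enzyme for full effect; many of its hits are not listed in these tables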
# aSyn UTR inh = MLPCN primary screen, SNCA 5' untranslated region; alpha-synuclein 5'UTR reporter, inhibitor activity; inhibition, % (tested at 7.5 µM); hit rate 0.82% among 300,000; in the data active = inhibition above about 60%;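 also: H4 neuroglioblastoma cells stably carrying SNCA 5'UTR luciferase fusion; 0% = DMSO wells and 100% = positive control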
# HSP90 inh = HSP90 inhibitors, primary screen, cell lysate, luminescence. Rabbit reticulocyte lysate, luciferase refolding luminescence, 3 h. inhibition, % at 5.6 µM. hit rate 0.91% among 290,000. AID 1789, 2009;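 active = inhibition above the screen-wide mean plus 3 SD, computed separately per campaign, cut at about 16% in these data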;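 also: 0% = DMSO wells and 100% = 60 µM geldanamycin wells; inhibitors lower the luminescence because luciferase stays unfolded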
# GSK3 alpha inh = blockers of GSK3A enzyme activity – biochemical, luminescence, cell-free homogeneous, HTS, primary screen. GSK-3 alpha kinase, ADP-Glo luminescence, 60 min. inhibition, % at 10 µM. hit rate 0.1% among 320,000;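 in the data active = inhibition above about 50%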;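 also: GST-tagged GSK-3 alpha with peptide substrate and 25 µM ATP; 0% = DMSO neutral wells and 100% = GW8510 positive control wells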
# HSF1 inh = HSF1 inhibitors in luciferase reporter cells, primary screen, cell-based, NIH3T3, luminescence; NIH3T3-HGL HSE-luciferase, MG132-induced, luminescence 8 h; stronger effect = lower value; activity change, negative = inhibition, % at 7.5 µM (by protocol); hit rate 0.77% among 300,000; AID 2098, 2009;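 active = more than half of replicate wells show activity change below -50%, luminescence cut by over half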;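 also: luciferase reports HSF-1 transcriptional activity via heat shock element; 0% = median of DMSO wells and -100% = zero luminescence signal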
# An asterisk follows results filed as active; . = not tested or not shown.
entry | molecule | Platelet DG rel | HSF-1 act | KLF5 inh | GSK3B inh | IEC-6 cytotox | Dyrk1A ADPGlo | aSyn UTR inh | HSP90 inh | GSK3 alpha inh | HSF1 inh
1 | O=C(NCCc1ccccc1)c1cccc([N+](=O)[O-])c1 | 3.9 | 24.1 | -34.5 | -9.6 | -7.3 | -3.2 | -77.2 | -6.2 | -3.7 | 22.4
2 | Cn1nnc2cc(C(=O)NCCC3=CCCCC3)ccc21 | -0.7 | 48.0 | -159.4 | 3.9 | -1.9 | -14.2 | 8.3 | 7.9 | -2.2 | 20.7
3 | O=C(CCC(=O)N1CCSc2ccccc21)NCc1ccccc1 | -8.6 | 2.6 | 6.2 | -2.5 | 3.1 | -0.7 | -3.1 | -1.6 | . | 0.4
4 | COc1ccc(OCC(O)CN2CCOCC2)cc1 (stereo not drawn) | -4.9 | -3.6 | -7.5 | 0.1 | -2.3 | 14.2 | -1.8 | -2.9 | 3.2 | -13.1
5 | COc1cc(NC(=O)Cn2c(=O)n(CC3CCCO3)c(=O)c3cc(OC)c(OC)cc32)cc(OC)c1 (stereo not drawn) | 4.0 | 5.7 | -26.9 | -1.2 | -3.1 | -5.7 | 14.1 | -1.0 | -0.1 | 0.5
6 | CCn1c(SCC(=O)NCCc2ccccc2)nc2c(c1=O)SC(C)C2 (stereo not drawn) | -1.0 | -30.8 | -21.5 | 1.8 | -5.9 | 7.4 | 7.7 | 0.0 | 3.7 | -8.9
7 | Cn1nccc1C(=O)N1CCCC(C(=O)c2ccc(Oc3ccccc3)cc2)C1 (stereo not drawn) | 3.9 | 13.4 | -15.6 | 4.3 | 0.9 | 0.2 | 7.4 | 0.9 | -2.8 | 6.3
8 | CCOc1ccccc1OCC(=O)Oc1ccc(C)c(C)c1 | 6.7 | -10.3 | -9.0 | 4.8 | 1.3 | 0.1 | -3.0 | -3.6 | -1.3 | -4.0

# Pulled one by one from the list above:
entry | molecule | Platelet DG rel | HSF-1 act | KLF5 inh | GSK3B inh | IEC-6 cytotox | Dyrk1A ADPGlo | aSyn UTR inh | HSP90 inh | GSK3 alpha inh | HSF1 inh
5 | COc1cc(NC(=O)Cn2c(=O)n(CC3CCCO3)c(=O)c3cc(OC)c(OC)cc32)cc(OC)c1 (stereo not drawn) | 4.0 | 5.7 | -26.9 | -1.2 | -3.1 | -5.7 | 14.1 | -1.0 | -0.1 | 0.5
3 | O=C(CCC(=O)N1CCSc2ccccc21)NCc1ccccc1 | -8.6 | 2.6 | 6.2 | -2.5 | 3.1 | -0.7 | -3.1 | -1.6 | . | 0.4
2 | Cn1nnc2cc(C(=O)NCCC3=CCCCC3)ccc21 | -0.7 | 48.0 | -159.4 | 3.9 | -1.9 | -14.2 | 8.3 | 7.9 | -2.2 | 20.7
7 | Cn1nccc1C(=O)N1CCCC(C(=O)c2ccc(Oc3ccccc3)cc2)C1 (stereo not drawn) | 3.9 | 13.4 | -15.6 | 4.3 | 0.9 | 0.2 | 7.4 | 0.9 | -2.8 | 6.3
4 | COc1ccc(OCC(O)CN2CCOCC2)cc1 (stereo not drawn) | -4.9 | -3.6 | -7.5 | 0.1 | -2.3 | 14.2 | -1.8 | -2.9 | 3.2 | -13.1

# Carrying on:
entry | molecule | Platelet DG rel | HSF-1 act | KLF5 inh | GSK3B inh | IEC-6 cytotox | Dyrk1A ADPGlo | aSyn UTR inh | HSP90 inh | GSK3 alpha inh | HSF1 inh
9 | O=C(NCCS(=O)(=O)NCc1ccc(F)cc1)c1ccc2c(c1)OCO2 | 9.7 | -4.2 | . | -1.4 | . | -5.6 | 3.4 | . | -1.9 | -4.8
10 | Cc1oc2cc3oc(=O)c4c(c3cc2c1C)CCC4 | -2.1 | 45.0 | -39.1 | 1.3 | 4.6 | 2.9 | -59.8 | -0.2 | -0.2 | 8.8
11 | O=C(OC1CCN(c2ccc([N+](=O)[O-])cc2)CC1)c1ccccc1 | -6.4 | 26.3 | -0.6 | -2.4 | -3.4 | -3.5 | 9.0 | -0.5 | -1.3 | 3.4
12 | COc1ccc(CCN=C(NS(=O)(=O)c2ccc(Cl)cc2)c2ccccc2)cc1 | 11.2 | 9.2 | -32.2 | 3.0 | -2.2 | . | 39.1 | 0.7 | -1.1 | -7.7
13 | Cc1ccc(NC(=O)C2CCCN(C(=O)Nc3ccc(F)cc3)C2)cc1 (stereo not drawn) | -1.7 | 18.9 | -20.7 | 1.8 | 2.2 | -5.3 | 25.5 | 0.4 | -2.1 | 0.0
14 | CCOc1ccccc1N1CC(C(=O)Nc2ccccc2CC)CC1=O (stereo not drawn) | -8.9 | 7.9 | -12.2 | 4.3 | 3.0 | -5.1 | -3.0 | -3.2 | 0.4 | -0.4
15 | COc1ccc(C2c3c(-c4ccccc4O)n[nH]c3C(=O)N2Cc2ccco2)cc1 (stereo not drawn) | 4.7 | 7.9 | 7.4 | 1.0 | -3.1 | 2.3 | 14.0 | 2.6 | -1.0 | 1.5
16 | NC(=O)c1ccccc1NC(=O)c1cccc(C(=O)Nc2ccccc2C(N)=O)n1 | 8.3 | 10.8 | . | -0.5 | . | . | 5.4 | . | -0.9 | -7.3
17 | CSc1nc2n(n1)C(C)C1=C(CCCC1=O)N2 (stereo not drawn) | 11.9 | -12.1 | -1.2 | 1.2 | -1.3 | 4.0 | 12.4 | 4.0 | 2.7 | -4.5
18 | O=C(NCc1ccc(Cl)cc1)c1noc2c1CCCC2 | 7.9 | 14.2 | -23.2 | 1.2 | 2.0 | 4.0 | -20.4 | -6.2 | -3.3 | 13.8
19 | CCOc1ccc(-c2c(C(=O)N/N=C/c3ccncc3)nnn2-c2nonc2N)cc1 | 11.3 | -0.3 | -40.5 | -8.6 | 0.5 | . | -48.5 | -0.9 | 6.2 | -11.4
20 | COc1cc(CC(=O)OCC(=O)N2C(C)CCCC2C)cc(OC)c1OC (stereo not drawn) | -1.0 | 8.8 | 1.5 | 2.4 | 3.5 | 0.3 | -5.4 | 7.5 | -0.8 | -8.4
21 | COc1ccc(CCNC(=O)COc2ccc(S(=O)(=O)NC3CCCCC3)cc2Cl)cc1OC | -24.3 | 13.7 | -36.2 | 2.2 | -4.5 | -2.4 | 12.6 | 1.8 | -1.1 | 6.5
22 | O=S(=O)(Nc1cccc2c1CCCC2)c1cccc(C(F)(F)F)c1 | 2.8 | 8.4 | 11.3 | 3.6 | -4.2 | 3.8 | 3.9 | -5.8 | 1.6 | 0.5
23 | CCN(CC)C(=O)c1ccc2c(c1)nnn2C | 3.0 | -17.1 | 0.2 | 3.7 | 2.5 | -2.9 | 18.6 | -2.7 | -3.7 | -3.2
24 | O=C(O)CC(NC(=O)c1sc2ccccc2c1Cl)c1ccc(OC2CCCC2)cc1 (stereo not drawn) | -1.5 | -9.8 | -10.4 | 8.1 | 0.6 | 1.7 | -30.3 | -3.3 | -3.7 | -2.0
25 | C=CCN1C(=O)CSc2ccc(C(=O)NCCC3=CCCCC3)cc21 | 0.8 | 13.2 | -30.4 | 0.4 | -4.0 | 9.2 | 1.3 | 2.6 | -1.2 | 4.4
26 | Clc1ccc(OCCCCCN2CCOCC2)cc1 | -1.4 | 2.4 | -44.0 | 3.1 | -4.4 | 0.1 | -11.4 | -4.5 | 3.9 | 6.0
27 | COc1ccc(CCNC(=O)CSc2nn(-c3ccccc3)c(=S)s2)cc1OC | -6.3 | -4.2 | -10.9 | 2.8 | 2.6 | 1.0 | 13.7 | 0.2 | 2.4 | 1.9

# Not all compounds are listed; count on the stated rates, not on these rows.
